From PubChem
KOR beta-arrestin-1 – KOR agonists, beta-arrestin recruitment, primary screen, cell-based, luminescence, uHTS (AID 1777); KOR beta-arrestin recruitment, luminescence; higher % means a stronger effect; one-dose activation, % at 10 µM; EC50 in µM for titrated hits; 0.02% of 280,000 active; in the data active = activation above about 50%, passing the limit was not always enough; note: a part of the inactive calls stands beside numbers as strong as those of hits
KOR beta-arrestin-2 – kappa opioid receptor blockers – cell-based, luminescence, uHTS (AID 1778); KOR beta-arrestin recruitment, luminescence, antagonist mode; higher % means a stronger effect; 0.091% of 290,000 active; one-dose inhibition, % at 10 µM; IC50 in µM for titrated hits; note: strong numbers were not always called active
GPR55 beta-arrestin – selective activators of receptor GPR55 – imaging, U2OS cells, beta-arrestin-GFP redistribution, primary screen (AID 1961) | U2OS GPR55 beta-arrestin-GFP redistribution imaging; higher % means a stronger effect | activation, % at 10 µM, or EC50 in µM where a hit was titrated | 0.048% of 290,000 active;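 active = activation above 40% with more than 50 cells counted in the well; inconclusive = wells holding fewer than 50 cells, flagged as toxic or sparse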;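 note: U2OS osteosarcoma cells stably expressing GPR55 and beta-arrestin-GFP; plate controls were DMSO negative control for no effect and LPI positive control for full effect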
P. falciparum M1AAP – P. falciparum M1AAP inhibitors, biochemical, fluorogenic H-Leu-NHMec substrate, 1536-well (AID 1445) | recombinant M1AAP, H-Leu-NHMec fluorogenic kinetic assay; higher % means a stronger effect | inhibition, % at 30 µM, or IC50 in µM where a hit was titrated | 0.42% of 220,000 active;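 active = primary inhibition above the hit cutoff, then over 50% inhibition at one or more dose response concentrations, cut at about 23% in these data, passing the limit was not always enough; inconclusive = conflicting primary data, or primary hits not chosen for dose response; inactive = low primary inhibition, or under 50% at every dose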;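 note: plate controls were DMSO full reaction for no effect and no enzyme background for full effect; strong numbers were not always called active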
Dynein cargo inh – blocks dynein driven cargo transport along microtubules; AID 1381; 3617.4 mouse cells, GR-EGFP nuclear translocation imaging; test concentration mostly 20 µM; stimulated with dexamethasone, 1 µM; stronger effect = lower value; 0.47% of 220,000 active; z-score, hits read low;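 active = plate z-score of nuclear minus cytoplasmic receptor signal below a set negative limit, without overly bright fluorescence or cell loss, cut at about -3.5 in these data, passing the limit was not always enough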;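 note: z-score of nuclear minus cytoplasmic ring GR-EGFP intensity difference per well; some compounds called inactive have numbers as strong as hits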
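Buffer or medium: tetracycline-free induction medium containing charcoal-stripped FBS / Reagent: dexamethasone agonist, 1.0 µM final, for 30 min / Technique: automated 10x imaging of fixed Hoechst-stained cells / Times: induction 48 h, compound 1 h, agonist 30 min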
NOD1 inhibition – NOD1 signaling inhibitors, primary screen, cell-based, luminescence, uHTS (AID 1578); one-dose inhibition, % at 4 µM; EC50 in µM for titrated hits; 1% of 290,000 active; NOD1-driven NF-kB luciferase reporter cells, luminescence; higher % means a stronger effect; in the data active = inhibition mostly above about 36%, no sharp cut-off; inactive = mostly below about 34%;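 note: HEK-293T reporter cells stimulated with the NOD1 agonist gamma-tri-DAP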
AID2073 – disruptors of CaV2.2 binding to Mint1 – biochemical, HTRF (AID 2073); HTRF protein-protein interaction, Mint1-CaV2.2; higher % means a stronger effect; one-dose inhibition, % at 20 µM; IC50 in µM for titrated hits; 0.19% of 290,000 active; in the data active = inhibition mostly above about 51%, no sharp cut-off; inconclusive = no clear call, values can overlap the other calls; inactive = mostly below about 53%; note: some results filed as inactive read as strong as hits
NOD2 inhibition – inhibition of NOD2-driven NF-kB reporter – cell-based, luminescence, uHTS, HEK293 (AID 1566) | 0.63% of 290,000 active | HEK293 NOD2/NF-kB luciferase reporter, luminescence; higher % means a stronger effect | one-dose inhibition, % at 4 µM; EC50 in µM for titrated hits; note: many of its hits are not listed in these tables
P. falciparum M17LAP – P. falciparum M17LAP inhibitors, primary screen, biochemical, fluorogenic H-Leu-NHMec substrate, 1536-well (AID 1619); inhibition, % at 30 µM; hits with a dose series show IC50 in µM; 0.38% of 220,000 active; recombinant M17LAP, H-Leu-NHMec fluorogenic kinetic assay; higher % means a stronger effect;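 active = compound inhibiting the enzyme by more than half at any dose during confirmatory dose-response retesting; inconclusive = strong single-dose inhibitors picked by rank but not retested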;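 note: plate controls were full reaction with DMSO carrier for no effect and no enzyme background for full effect; strong numbers were not always called active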
Dynein cargo inh cytoplasmic EGFP – further read-out of Dynein cargo inh, marked with its call; z-score; measured here: cytoplasmic GR-EGFP intensity; stronger effect = higher value
Dynein cargo inh nuclear GR-EGFP – further read-out of Dynein cargo inh, marked with its call; z-score; measured here: nuclear GR-EGFP intensity;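 lower value marks the stronger effect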
Dynein cargo inh cell count – second read-out of Dynein cargo inh, no call of its own (marks repeat the call); z-score; measured here: cell count per field
* = called active by the depositor; ? = inconclusive; / = not tested or not shown; [ ] = another dose, or the depositor's remark. Cut-off read from the data, not from the text of the source, unless noted: active = inhibition above about 50%; inactive = the rest. A portion of the library; rates above refer to the full screens.

SMILES	KOR beta-arrestin-1	KOR beta-arrestin-2	GPR55 beta-arrestin	P. falciparum M1AAP	Dynein cargo inh	Dynein cargo inh cytoplasmic EGFP	Dynein cargo inh nuclear GR-EGFP	Dynein cargo inh cell count	NOD1 inhibition	AID2073	NOD2 inhibition	P. falciparum M17LAP
CCOC(=O)c1cccc(NC(=O)Nc2ccc3c(c2)C(=O)OC3)c1	2.1%	8.9%	-0.1%	-3.9%	-0.0391	-0.226	0.469	-0.418	-4.7%	23.8%	9.8%	-1.2%
N#Cc1ccccc1COC(=O)c1cccnc1N	0.1%	-29.7%	0.4%	-1.9%	-0.986	-0.268	-0.521	1.08	-23.4%	18.8%	15.0%	-10.0%
CCN(CC)C(=O)c1ccc(S(=O)(=O)NCc2cccnc2)cc1	2.8%	-45.8%	0.2%	0.6%	-0.275	-0.144	0.06	0.533	24.0%	-7.5%	19.1%	-6.2%
CCOCCCNc1nc2c(C)cccn2c(=O)c1/C=C1\SC(=S)N(C(C)CC)C1=O (stereo not drawn)	/	15.6%	69.7%*	3.4%	-6.34	40.1	3.68	-0.571	-0.2%	?	-6.9%	2.0%
NS(=O)(=O)c1ccc(CCNC(=O)c2ccc3ccccc3n2)cc1	-3.0%	25.8%	-0.5%	0.6%	-0.348	-0.308	0.0989	0.673	-46.6%	1.7%	-17.8%	-4.8%
c1ccc(-c2ccc(-c3nc(-c4ccncc4)no3)cc2)cc1	-5.7%	25.8%	-0.2%	-1.4%	0.539	-0.183	0.557	-0.246	28.9%	9.0%	-104.7%	2.5%
O=C(CSCCO)Nc1ccc(C2CCCCC2)cc1	13.5%	12.3%	0.2%	5.2%	-0.346	-0.178	0.0419	0.279	-5.1%	6.8%	-8.8%	6.1%
Cc1cc(NC(=O)COC(=O)C2CCC(=O)N2)c([N+](=O)[O-])cc1C (stereo not drawn)	0.8%	8.5%	-0.2%	3.1%	0.00783	0.472	0.281	-0.655	-25.4%	-12.1%	8.0%	-5.1%
CCCC1CCC(=NNC(=O)CNc2ccc(OC)cc2)CC1 (stereo not drawn)	-0.9%	/	-0.4%	6.7%	-0.68	-0.326	-0.493	1.24	-11.9%	20.3%	3.0%	-5.4%
O=c1[nH]c2ccccc2c(O)c1-[n+]1ccccc1	-2.7%	-8.6%	-0.2%	8.5%	-0.376	-0.206	0.168	-0.14	2.5%	2.1%	23.6%	5.5%
Cc1ccccc1-c1ccc(C=Nc2c(C)n(C)n(-c3ccccc3)c2=O)o1	-2.3%	-9.6%	0.0%	15.3%	0.0202	-0.214	0.169	-0.381	4.1%	-5.2%	13.8%	12.2%
COc1ccc(C(=O)NN2C(=O)C3C(c4ccccc4)C=CC(c4ccccc4)C3C2=O)cc1 (stereo not drawn)	-1.3%	4.7%	0.2%	-3.0%	-0.301	1.53	-0.046	-0.848	-27.8%	10.5%	13.8%	3.5%
Cc1ccc(-n2ncc3c2CCCC3NC(=O)CSc2ccccn2)cc1C (stereo not drawn)	6.5%	-9.4%	-0.1%	/	/	/	/	/	-6.3%	6.2%	25.0%	/
CCOC(=O)c1cnc(SCc2nc(N)nc(Nc3ccccc3OC)n2)nc1N	-5.0%	15.8%	-0.1%	1.7%	-0.183	-0.348	-0.19	0.591	-10.1%	-31.7%	6.8%	3.8%
NNC(=O)c1nc[nH]c1C(=O)Nc1ccccn1	0.8%	-9.7%	-0.2%	-0.1%	0.531	0.0114	1.2	-0.689	7.1%	4.1%	9.9%	-1.1%
S=c1[nH]nc(CCSCc2ccccc2)n1-c1ccccc1	-3.7%	4.1%	-0.2%	2.9%	-0.383	-0.152	0.258	0.14	-3.2%	9.8%	10.3%	0.9%
NNc1nc2ccc(Cl)cc2s1	-7.6%	9.7%	1.0%	1.2%	-0.577	-0.249	-0.265	0.476	-19.7%	-5.3%	9.3%	12.0%
COc1cc(/C=C(\C#N)c2ccccn2)ccc1OCc1ccccc1	-0.9%	17.2%	?	6.5%	0.652	-0.145	0.273	-0.624	1.3%	1.9%	23.4%	5.9%
c1ccc2c(c1)Sc1ccccc1-n1cnnc1-2	0.3%	-9.3%	0.4%	5.5%	0.609	-0.239	0.113	0.162	-35.4%	-1.1%	-1.1%	5.4%
C/C(=N\Nc1ccc([N+](=O)[O-])cc1[N+](=O)[O-])C(C)(C)C(C(=O)O)C(=O)O	11.1%	21.6%	-0.1%	3.9%	0.8	-0.218	0.196	-0.167	-35.8%	2.3%	-2.6%	4.6%
CC(C)=C1C2CCC1C1C(=O)N(c3nc(-c4ccc(C(C)C)cc4)c(C)s3)C(=O)C21 (stereo not drawn)	1.8%	3.0%	0.3%	-2.8%	-0.0264	-0.21	0.519	0.227	-7.5%	-9.6%	6.1%	12.8%
COc1ccc(Nc2nc(N3CCCCC3)nc(N3CCCCC3)n2)c(OC)c1	4.9%	5.6%	-0.2%	/	/	/	/	/	-9.1%	22.3%	-1.7%	/
O=C(O)CN1C(=O)S/C(=C\c2cccnc2)C1=O	7.6%	-4.1%	-0.1%	7.7%	0.228	0.595	0.647	0.326	-6.4%	-21.3%	2.7%	32.1%
COC(=O)CSc1nc(N)c2c3c(sc2n1)CCCC3	-6.6%	-19.5%	0.2%	6.3%	0.977	-0.0958	0.655	-0.0127	-18.4%	-17.5%	-0.2%	-10.6%
COc1ccc(NC(=O)c2ccc3c(c2)C(=O)N(CC2CCCO2)C3=O)cc1 (stereo not drawn)	-0.1%	-7.9%	-0.2%	/	/	/	/	/	-23.5%	8.8%	3.1%	/
SMILES	KOR beta-arrestin-1	KOR beta-arrestin-2	GPR55 beta-arrestin	P. falciparum M1AAP	Dynein cargo inh	Dynein cargo inh cytoplasmic EGFP	Dynein cargo inh nuclear GR-EGFP	Dynein cargo inh cell count	NOD1 inhibition	AID2073	NOD2 inhibition	P. falciparum M17LAP
COc1ccc(OC)c(S(=O)(=O)Nc2cccc(F)c2)c1	-5.3%	-28.8%	-0.1%	13.5%	0.0284	0.0257	0.525	-0.648	-6.7%	-1.4%	0.4%	-2.1%
CO/C(N)=C(\C#N)N=Cc1ccccc1Cl	-0.6%	-15.8%	-0.3%	1.7%	0.108	-0.253	0.0657	0.07	-61.9%	-5.3%	-14.8%	-7.5%
O=C(NCc1ccc(F)cc1)c1cc2c(s1)CCCC2	3.5%	-27.8%	0.0%	3.8%	4.43	0.258	3.34	-2.89	-35.0%	3.0%	-34.2%	-3.0%
CC(C)Cn1c(-c2ccccc2F)n[nH]c1=S	3.3%	-45.7%	-0.1%	6.0%	-0.68	-0.29	-0.423	1.69	15.1%	3.2%	-12.3%	-8.8%
Cc1cccnc1NC(=O)Nc1ccc(Cl)cc1	0.1%	-29.7%[20 µM]	0.1%	/	/	/	/	/	-47.4%	5.8%	-39.9%	/
Cc1ccccc1CN(c1ccc(C(=O)NCC2CCCO2)cc1)S(C)(=O)=O (stereo not drawn)	3.1%	32.1%	-0.4%	-6.1%	0.621	-0.0811	0.0961	-1.41	-8.0%	24.4%	13.7%	-3.5%
NC(=O)C(c1ccccc1)C1CCCCC1 (stereo not drawn)	0.0%	25.7%	0.2%	-0.9%	-0.823	0.0714	-0.0839	0.915	-4.1%	-1.4%	1.4%	-10.0%
COCC(=O)Nc1ccccc1NC(C)=O	-2.3%	20.5%	-0.1%	8.2%	-0.719	-0.297	-0.337	0.496	-1.1%	-2.8%	-0.5%	0.7%
COC(=O)c1nccnc1C(=O)Nc1ccccc1N1CCOCC1	5.3%	-17.9%	0.3%	/	/	/	/	/	-5.3%	7.4%	11.9%	/
CC1CCN(CCCNC(=O)C2CCC(CNS(=O)(=O)c3ccccc3)CC2)CC1 (stereo not drawn)	-0.4%	-16.5%	-0.1%	/	/	/	/	/	-26.8%	-1.5%	-1.9%	/
CC1=CC(=O)C(C(C)C)=CC1=NC(=O)c1ccc(C)cc1	-11.4%	20.0%	-0.4%	-2.2%	-4.93*	1.65*	-2.09*	0.000561*	-25.8%	15.5%	15.1%	-1.9%
O=C(N/C(=C\c1cn(-c2ccccc2)nc1-c1ccccc1)C(=O)N1CCOCC1)c1ccccc1	8.1%	5.1%	-0.1%	-4.5%	-0.0345	-0.153	-0.0464	0.0854	-44.4%	15.3%	7.6%	2.8%
COc1ccc(S(=O)(=O)NC(C)C(=O)NCCN2CCOCC2)cc1Cl (stereo not drawn)	0.4%	-28.6%	0.6%	/	/	/	/	/	3.2%	6.5%	-8.5%	/
O=c1[nH]c(CN2CCC(c3nc4ccccc4s3)CC2)nc2sc3c(c12)CCC3	5.4%	17.4%	-0.2%	/	/	/	/	/	13.5%	-1.8%	12.7%	/

In a second layout: entries from further up.
CO/C(N)=C(\C#N)N=Cc1ccccc1Cl
  KOR beta-arrestin-1: -0.6%
  KOR beta-arrestin-2: -15.8%
  GPR55 beta-arrestin: -0.3%
  P. falciparum M1AAP: 1.7%
  Dynein cargo inh: 0.108
  Dynein cargo inh cytoplasmic EGFP: -0.253
  Dynein cargo inh nuclear GR-EGFP: 0.0657
  Dynein cargo inh cell count: 0.07
  NOD1 inhibition: -61.9%
  AID2073: -5.3%
  NOD2 inhibition: -14.8%
  P. falciparum M17LAP: -7.5%
N#Cc1ccccc1COC(=O)c1cccnc1N
  KOR beta-arrestin-1: 0.1%
  KOR beta-arrestin-2: -29.7%
  GPR55 beta-arrestin: 0.4%
  P. falciparum M1AAP: -1.9%
  Dynein cargo inh: -0.986
  Dynein cargo inh cytoplasmic EGFP: -0.268
  Dynein cargo inh nuclear GR-EGFP: -0.521
  Dynein cargo inh cell count: 1.08
  NOD1 inhibition: -23.4%
  AID2073: 18.8%
  NOD2 inhibition: 15.0%
  P. falciparum M17LAP: -10.0%
CC1=CC(=O)C(C(C)C)=CC1=NC(=O)c1ccc(C)cc1
  KOR beta-arrestin-1: -11.4%
  KOR beta-arrestin-2: 20.0%
  GPR55 beta-arrestin: -0.4%
  P. falciparum M1AAP: -2.2%
  Dynein cargo inh: -4.93*
  Dynein cargo inh cytoplasmic EGFP: 1.65*
  Dynein cargo inh nuclear GR-EGFP: -2.09*
  Dynein cargo inh cell count: 0.000561*
  NOD1 inhibition: -25.8%
  AID2073: 15.5%
  NOD2 inhibition: 15.1%
  P. falciparum M17LAP: -1.9%
